High-throughput results from PubChem BioAssay.
Kir21 block: inhibitors of mouse Kir2.1 inward-rectifier potassium channel. Inward rectifier potassium channel 2 (Mus musculus), P35561. HEK293-Kir2.1, FluxOR thallium flux fluorescence; hits give low values. B-score at 10 µM. hit rate 0.85% among 310,000. AID 1672, 2009;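 active = fluorescence ratio B-score at or below minus 3 SD of library scores, with starting-brightness B-score within 2 SD, cut at about -4.2 in these data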;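 also: channel flux triggered by added potassium and thallium sulfate stimulus; B-score of peak minus minimum fluorescence over baseline after thallium stimulus; more negative B-score means stronger Kir2.1 block with less thallium influx; some compounds called inactive have numbers as strong as hits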
Target sequence (P35561 whole entry, looked up): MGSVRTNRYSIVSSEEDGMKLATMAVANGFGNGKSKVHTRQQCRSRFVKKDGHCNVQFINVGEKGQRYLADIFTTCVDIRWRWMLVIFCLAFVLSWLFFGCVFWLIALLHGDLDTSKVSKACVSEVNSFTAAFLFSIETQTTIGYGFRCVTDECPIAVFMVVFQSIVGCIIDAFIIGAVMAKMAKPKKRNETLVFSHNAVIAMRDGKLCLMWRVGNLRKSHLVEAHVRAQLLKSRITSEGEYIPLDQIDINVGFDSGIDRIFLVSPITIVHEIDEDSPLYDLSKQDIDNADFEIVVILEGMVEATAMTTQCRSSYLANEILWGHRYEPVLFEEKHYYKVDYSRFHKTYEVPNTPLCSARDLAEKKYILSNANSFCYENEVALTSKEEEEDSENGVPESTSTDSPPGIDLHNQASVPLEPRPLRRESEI
STK33 kinase inh: inhibitors of purified STK33 kinase, primary screen, biochemical, ADP-Glo luminescence, homogeneous, cell-free. Serine/threonine-protein kinase 33 (Homo sapiens), Q9BYT3. MBP phosphorylation. inhibition, % at 10 µM. hit rate 0.073% among 320,000. AID 2661, 2010;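 active = inhibition at or above 25%, using the most active replicate where run in duplicate; inactive = inhibition below 25%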
Target sequence (Q9BYT3 whole entry, looked up): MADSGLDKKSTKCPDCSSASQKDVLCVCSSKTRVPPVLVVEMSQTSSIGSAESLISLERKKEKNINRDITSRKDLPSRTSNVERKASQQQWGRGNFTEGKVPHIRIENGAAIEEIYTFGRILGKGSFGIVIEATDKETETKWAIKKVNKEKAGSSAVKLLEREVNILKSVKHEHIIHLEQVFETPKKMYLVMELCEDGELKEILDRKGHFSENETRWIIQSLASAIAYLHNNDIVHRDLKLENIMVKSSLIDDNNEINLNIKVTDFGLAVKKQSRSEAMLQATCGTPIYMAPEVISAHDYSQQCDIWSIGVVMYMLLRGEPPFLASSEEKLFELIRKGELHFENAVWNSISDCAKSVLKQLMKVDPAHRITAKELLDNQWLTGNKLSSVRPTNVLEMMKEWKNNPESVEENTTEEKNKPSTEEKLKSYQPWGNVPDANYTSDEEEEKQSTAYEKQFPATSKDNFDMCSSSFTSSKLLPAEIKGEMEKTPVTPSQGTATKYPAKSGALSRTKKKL
KCNQ2 block: KCNQ2 potassium channel inhibitors, primary screen, cell-based, CHO-K1, FluxOR thallium flux, B-score (AID 2156) | Potassium voltage-gated channel subfamily KQT member 2 (Rattus norvegicus), O88943 | 20 min; hits give low values | B-score at 10 µM | hit rate 1.1% among 310,000;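 active = fluorescence ratio B-score at most minus 3 library SDs, with starting brightness B-score within 2 library SDs, cut at about -5.5 in these data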
Numbers without * were called inactive; i = inactive; & = joins results of further samples.

SMILES	Kir21 block	STK33 kinase inh	KCNQ2 block
Cc1ccc(-n2nc(C)c3c2NC(=O)CSC3c2ccc3c(c2)OCO3)cc1 (configuration not stated)	-0.03	-0.1	-5.6*
O=C(Nc1cccc(C(F)(F)F)c1)c1cccn(Cc2ccc3c(c2)OC(F)(F)O3)c1=O	0.95	-1.2	i
CN1C(=O)C(=Cc2ccccc2OCCOc2ccc([N+](=O)[O-])cc2)C(=O)N(C)C1=O	0.8	0.0	i
O=C1NC(=O)N(c2ccc3c(c2)OCO3)C(=O)/C1=C\c1ccc(N2CCCCC2)o1	-2	-0.5	i
CCCCCCn1c(O)c(/C=N/N2CCCCCC2)c(=O)[nH]c1=O	-0.88	-3.7	i
C/C=C(\C)C(=O)N[C@@H](c1ccccc1)[C@@H](O)C(=O)O[C@H]1C[C@@]2(O)[C@@H](OC(=O)c3ccccc3)C3[C@](C)(C(=O)[C@H](OC(C)=O)C(=C1C)C2(C)C)[C@@H](O)C[C@H]1OC[C@@]31OC(C)=O (some centres not stated)	-0.03	-0.9	i
CCC(=NCc1ccco1)c1c(O)n(C2CCCCC2)c(=O)[nH]c1=O	-0.44	-0.6	i
O=C1CC(c2ccccc2)CN1 (configuration not stated)	1.3	-1.9	i
O=[N+]([O-])c1ccccc1-c1cc(-c2ccccc2)cc(-c2ccccc2)[n+]1Cc1ccccc1Cl	-9.1*	-0.5	-7.4*
O=P(OCC(F)(F)C(F)F)(N1CCOCC1)N1CCOCC1	-2	1.2	i
CCOC(=O)c1c(C)[nH]c(C(=O)C(Cc2ccccc2)N(C)C)c1C (configuration not stated)	-1.7	-0.5	i
CC1=C(C(=O)O)N2C(=O)C(NC(=O)CCCC(=O)O)C2SC1 (configuration not stated)	0.08	-1.4	i
O=C1C2CCCC1C(N1CCCC1)CC2 (configuration not stated)	2.6	-0.7	i
C=CCn1c(O)c(C=NCCN(C)C)c(=O)[nH]c1=O	0.24	-1.5	i
Cn1c(O)c(C=NCc2ccco2)c(=O)n(C)c1=O	0.69	-0.6	i
CC(=O)c1cc(C#N)c(N2CCN(C)CC2)nc1C	-0.02	-0.3	i
N=Cc1c(O)n(-c2ccccc2)c(=O)n(-c2ccccc2)c1=O	-0.55	-0.7	i
CCC(=NCCCN(C)C)c1c(O)n(-c2ccc(OC)cc2)c(=O)[nH]c1=O	0.6	0.1	i
COc1ccccc1Cn1c(SCC#N)nc2cc(C(=O)N3CCC4(CC3)OCCO4)ccc2c1=O	0.01	-1.3	i
COc1ccc(CC2(CCc3ccncc3)C(=O)NC(=O)NC2=O)cc1OC	-0.41	0.2	i
COc1ccc(C2SCC(=O)Nc3c2c(C)nn3C2CCOC(C)(C)C2)cc1 (configuration not stated)	1.2	-0.3	i
CN(C(=O)Oc1ccc(C(C)(C)C)cc1)c1ccccc1	0.95	0.0	i
O=c1[nH]c(=S)[nH]c(O)c1CN1CCCCC1	2.1	-3.4	i
c1ccc2c(N3CCNCC3)nsc2c1	-0.22	-1.4	i
CCOC(=O)C1=C(N)Oc2cc(C)oc(=O)c2C12C(=O)N1c3c(cc(OC)cc32)C(C)=CC1(C)C (configuration not stated)	-0.4	-0.2	i
SMILES	Kir21 block	STK33 kinase inh	KCNQ2 block
Cc1ccc(C(C)C)c(OCC#CCN2CCCC2)c1	-4.2*	-0.7	i
CCCCn1c(O)c(C(C)=NCCCn2ccnc2)c(=O)[nH]c1=O	0.91	0.7	i
Cc1cc(/C=C2/C(=O)NC(=O)N(c3ccc(Br)cc3)C2=O)c(C)n1C	0.67	-0.3	i
O=C(COc1ccc(Cl)cc1Cl)N1CCN(C/C=C/c2ccccc2)CC1	-0.4	-1.8	i
Cc1ccc(C[n+]2c(-c3ccc(C)cc3)cc(-c3ccc(C)cc3)cc2-c2ccc(C)cc2)cc1	-14*	1.8	i
O=c1[nH]c(=O)n(Cc2ccc(F)cc2)c(O)c1C=NCCCN1CCOCC1	-0.88	-1.3	i
CC12CN3CC(C)(CN(C1)C3c1cccnc1)C2=O (configuration not stated)	-1.6	-1.0	i
COc1ccc2[nH]c3c(c2c1)CCNC3C (configuration not stated)	0.01	-0.1	i
Cc1cccc(CS(=O)(=O)Cc2ccc(C(=O)N3CCC4(CC3)OCCO4)o2)c1	-1.6	-1.3	i
O=C(Cc1ccccc1)Oc1cccc(N2C(=O)CCC2=O)c1	2.9	-0.3	i
CN(C(=O)Oc1ccc(C(=O)c2ccc(Cl)cc2)cc1)c1ccccc1	0.8	0.1	i
Cc1cccc(CNCCc2ccccc2)n1	0.79	-0.2	i
Cc1cc(OCC(=O)N2CCC(C(=O)O)(c3ccccc3)CC2)c2c(C)cc(=O)oc2c1	0.04	4.8	i
O=C(c1cc2nc(-c3ccccc3)cc(-c3ccccc3)n2n1)N1CCC2(CC1)OCCO2	-0.93	1.9	i
CCOCCCN=Cc1c(O)n(Cc2ccccc2)c(=O)[nH]c1=O	-1.8	3.6	i
O=c1[nH]c(=S)n(Cc2ccco2)c(O)c1C=NCc1cccs1	2.3	2.5	i
O=C1Nc2ccc(Br)cc2C(c2ccccc2Cl)=NC1O (configuration not stated)	-1.1	-1.2	i
Cc1c(N=Cc2c(O)n(Cc3ccco3)c(=O)[nH]c2=O)c(=O)n(-c2ccccc2)n1C	1.6	-1.7	i
CC(=O)N(C1=NCCCS1)c1ccc(Cl)cc1	-0.05	2.5	i
O=c1[nH]c(=S)[nH]c(O)c1N=Nc1ccc(S(=O)(=O)N2CCOCC2)cc1	0.02	-1.1	i
Cc1ccc(C2CC(=O)C(C=NCCN3CCN(C(=O)Cc4ccccc4)CC3)=C(O)C2)cc1 (configuration not stated)	-0.13	0.0	i
COc1ccc(C(CNC(=O)c2ccc3c(c2)CCC3)N(C)C)cc1 (configuration not stated)	0.52	0.9	i
O=C(CCn1nc(-c2ccc(Cl)cc2)ccc1=O)N1CCC2(CC1)OCCO2	1.5	-1.3	i
Cc1ccc(OCC(=O)N2CCN(CC3CC4C=CC3C4)CC2)cc1 (configuration not stated)	0.39	-0.4	i
Cc1ccc(-c2cc(-c3ccc(C)cc3)[n+](-c3ccc(C(=O)O)cc3)c(-c3ccc(C)cc3)c2)cc1	2.1	1.1	i
SMILES	Kir21 block	STK33 kinase inh	KCNQ2 block
O=c1[nH]c(=O)n(-c2ccccc2)c(O)c1N=Nc1ccc(Br)cc1	-3.7	-0.9	i
O=C(N/N=C/c1c(O)n(CCc2ccc(F)cc2)c(=O)[nH]c1=O)c1ccccc1	-0.71	-1.9	i
CN1C(=O)NC(=O)/C(=C/c2ccc([N+](=O)[O-])s2)C1=O	-2.4	-0.8	i
CC(C)c1cccc(C(C)C)c1OCCn1ccnc1	-0.45	-0.8	i
COC(=O)C1=C(c2cc3ccccc3o2)C[C@@H]2CC[C@H]1N2C(=O)N1CCC(O)CC1	-0.59	-1.9	i
Cc1csc(NC(=O)C(Cl)c2ccccc2)n1 (configuration not stated) (tested in a mixture with another compound)	-1.8	-0.7	i
O=C(C(=O)N1CCOCC1)c1cn(Cc2ccc(F)cc2)c2ccccc12	-0.02	-0.5	i
CC(=O)c1cn(Cc2ccccc2C#N)c2ccccc12	0.1	0.3	i
COc1ccc2nc(NC3=NCCN3)sc2c1	-2.8	-0.9	i
Cc1ccccc1-n1c(O)c(/C=N/c2nccs2)c(=O)[nH]c1=O	-2.2&0.76	-3.8&-6.5	i
O=c1[nH]c(=O)n(CCC2=CCCCC2)c(O)c1C=Nc1cccc(F)c1	-1.9	-0.7	i
CCCCSP1(=S)NCCCO1 (configuration not stated)	0.72	-0.8	i
COc1cc(OC)c(OC)cc1CNCCc1ccc(F)cc1	-1.1	-1.1	i
CC(C)C(=O)N1CCN(CCN=Cc2c(O)n(C)c(=O)n(C)c2=O)CC1	-0.23	0.8	i
CN(C)CC#CCC(O)(c1ccccc1)C1CCCC1 (configuration not stated)	-1.1	-1.8	i
CC(=O)C1(c2ccccc2)CCNCC1	0.67	-0.4	i
CN(CC#CCN1CCCC1)C(=O)c1cccc(Cl)c1	-1.5	0.3	i
Cc1ccsc1C(=O)C1CCCN(Cc2c(C)nn(C(C)C)c2C)C1 (configuration not stated)	0.51	-1.5	i
CC(c1ccccc1)n1cncc1C(=O)N1CCCC1=O (configuration not stated)	0.02	-1.0	i
CC1CN=C(NCc2ccccc2Cl)S1 (configuration not stated)	0.2	-2.3	i
O=C(CCc1ccc(O)cc1)N1C[C@H]2C[C@@H](C1)c1cccc(=O)n1C2	0.4	0.6	i
O=C(CN1CCOCC1)c1cccc2ccccc12	-0.36	0.0	i
O=C(CNS(=O)(=O)c1ccc(Br)s1)N1CCC2(CC1)OCCO2	-1.7	0.8	i
OC(C#CCN1CCOCC1)(c1ccccc1)C1CCCC1 (configuration not stated)	-1.2	-0.2	i
CCOC(C(=O)OCCC[N+](C)(CC)CC)(c1ccccc1)c1ccccc1	0.07	-0.2	i
SMILES	Kir21 block	STK33 kinase inh	KCNQ2 block
CC(=O)Nc1ccccc1C(=O)OCc1ccc(F)cc1	-0.36	0.7	i
O=[N+]([O-])c1cccc(CN2CCN(Cc3ccc(Br)cc3)CC2)c1	-2	-0.2	i
O=c1[nH]c(=O)n(C2CCCCC2)c(O)c1C1NCCc2ccccc21 (configuration not stated)	-0.25	-0.2	i
C=C(CC1CC(O)[C@]2(C)OC3CC4OC5C[C@]6(C)O[C@]7(C)CCC8OC9C[C@]%10(C)OC%11C(C)=CC(=O)OC%11CC%10OC9C[C@@H](C)C8OC7CC6O[C@]5(C)C/C=C\C4OC3CC2O1)C(=O)O (some centres not stated)	1.1	-2.4	i
CCOc1ccccc1-n1c(O)c(C=NCCCn2ccnc2)c(=O)[nH]c1=O	0.02	1.0	i
CN(C)[C@@H]1C(=O)C(C(N)=O)=C(O)[C@@]2(O)C(=O)C3=C(O)c4c(O)cccc4[C@@](C)(O)[C@H]3[C@H](O)[C@@H]12	-1.5&-1.4	2.8&4.2&1.3	i
O=C(c1cn(Cc2ccccc2)c2ccccc12)N1CCCCC1	0.6	-2.4	i
CC(C)c1ccc(C2NCc3ccccc3-n3cccc32)cc1 (configuration not stated)	-0.19	-0.7	i
C[C@]12CC[C@@H](O)C[C@H]1CC[C@@H]1[C@@H]2CC[C@]2(C)C(=O)CC[C@@H]12	-0.33	-0.9	i
CCCCn1c(=O)c(C(=O)Nc2ccccc2N)c(O)c2ccccc21	-0.63	-0.5	i
Cc1cc(=O)[nH]c(SCc2nc3ccccc3c(=O)n2-c2ccccc2C)n1	0.14	-2.1	i
COc1cccc(-n2c(C)nc3ccccc3c2=O)c1	-1.1	-0.6	i
O=C(COc1ccc(Cl)cc1)N1CCN(C/C=C/c2ccccc2)CC1	0.96	-2.3	i
CCOc1ccc(N2C(=O)CC(=O)NC2=O)cc1	1.5	-1.9	i
C=CC12CN(C)[C@@H]3C4CO[C@H](C[C@H]41)[C@]1(C(=O)Nc4ccccc41)[C@@H]32 (some centres not stated)	-0.31	0.4	i
O=c1c2ccccc2nc(-c2ccccc2)n1-c1cccc(O)c1	0.64	1.0	i
C[C@H]1CC[C@@]2(C)[C@@H](CC[C@@H]3[C@@H]2CC[C@]2(C)[C@@H](O)CC[C@@H]32)C1	-0.81	-0.2	i
O=C(N/N=C/c1c(O)n(C2CCCCC2)c(=S)[nH]c1=O)c1ccccc1	1.2	-0.3	i
Cc1nc2ccccc2c(=O)n1/N=C/c1cc(Br)cc(Br)c1O	0.87	-0.6	i
C=CCn1c(O)c(C=Nc2ccc(OC)cc2C)c(=O)[nH]c1=O	-0.6	-1.4	i
CN(C)S(=O)(=O)c1cc(C(=O)N2CCC(C(=O)O)(c3ccccc3)CC2)ccc1Cl	0.8	1.1	i
NP(=O)(OCC(F)(F)F)Oc1cccc2ccccc12 (configuration not stated)	-0.4	-0.7	i
COCc1cc(C2SCC(=O)Nc3c2c(=O)[nH]n3C(C)C)ccc1OC (configuration not stated)	-0.17	-2.8	i
Cc1c(C(=O)N2CCC3(CC2)OCCO3)oc2ccc(S(=O)(=O)N3CCCCC3)cc12	-0.19	-0.9	i
O=C(Cc1ccccc1)N1CCN(Cc2cccc(Br)c2)CC1	-1.2	-1.2	i
CCCc1c(C)nc(SCC(=O)C(C)(C)C)nc1OC(=O)N(C)C	-0.67	-13	i

The list is partial; rates above refer to the full screens.
